VEEV TC-83 Vero: inhibitors of VEEV TC-83 cytopathic effect, confirmation, Vero cells (AID 588727); Vero cells, VEEV TC-83 cytopathic effect inhibition; higher % means a stronger effect; 0.13% of 350,000 active; inhibition, % at 20 µM; hits with a dose series show IC50 in µM; in the data active means a potency from the dose series; inconclusive means inhibition mostly from about 14% at the one dose, without a potency; inactive means the rest, 99 in 100 with inhibition below about 12%; further: strong numbers were not always called active
tuberculosis growth: growth inhibition of non-replicating M. tuberculosis (AID 488890); Mycobacterium tuberculosis non-replicating, growth inhibition; higher % means a stronger effect; inhibition, % at 25 µM; hits with a dose series show IC50 in µM; 0.39% of 320,000 active; in the data active means a potency from the dose series; inconclusive means inhibition mostly from about 82% at the one dose, without a potency; inactive means the rest, 99 in 100 with inhibition below about 76%;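 further: plate controls were DMSO cells for no effect and high antibiotic wells for full effect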
influenza NS1A: H1N1 influenza NS1A inhibitors, functional cell based assay (AID 504329). 0.3% of 340,000 active. inhibition, % at 12.5 µM, or IC50 in µM where a hit was titrated. NS1A functional cell-based assay, percent inhibition; higher % means a stronger effect; in the data active means a potency from the dose series; inconclusive means inhibition above about 27% without an active follow-up result; further: strong numbers were not always called active
PhoP GFP inhibition: PhoP regulon inhibitors, Salmonella typhi PhoP promoter GFP reporter, confirmatory (AID 1850); Salmonella Typhi PhoP-promoter GFP reporter, fluorescence, 4 h; higher % means a stronger effect; inhibition, % at 50 µM, or IC50 in µM where a hit was titrated; 0.33% of 310,000 active; in the data active means a potency from the dose series; inconclusive means inhibition mostly from about 25% at the one dose, without a potency; inactive means the rest, 99 in 100 with inhibition below about 19%;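 further: 0% = induced wells with vehicle and 100% = uninduced wells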
H37Rv inhibition: M. tuberculosis growth inhibition, HTS (AID 449762) | inhibition, % at 25 µM; hits with a dose series show IC50 in µM | M. tuberculosis H37Rv growth inhibition, 7H9 media; higher % means a stronger effect | 0.59% of 330,000 active; in the data active means a potency from the dose series; inconclusive means inhibition above about 70% without an active follow-up result;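 further: bacterial growth assessed after seven days of incubation; strong numbers were not always called active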
VEEV TC-83 Vero 10K pilot screen: further read-out of VEEV TC-83 Vero, marked with its call; inhibition, %; measured here: 10K pilot screen inhibition
* marks the source's active call; other numbers are inactive results; i = inactive; ? = inconclusive; · = no result given.

SMILES	VEEV TC-83 Vero	tuberculosis growth	influenza NS1A	PhoP GFP inhibition	H37Rv inhibition	others
CCc1ccccc1NS(=O)(=O)c1ccc2c(c1)C(C)(C)C(=O)N2C	4.2%	-0.4%	-3.0%	-4.4%	-0.3%
CCCC(=O)Nc1ccc(Cl)c(NC(=S)NC(=O)C(C)C)c1	0.3%	-15.2%	-6.0%	1.0%	10.3%
Cc1cccc(C)c1NC(=O)CNC(=O)C(C)N1CCCCC1 (stereo not given)	i	-15.1%	-8.0%	·	7.0%
O=C(c1ccc(Cl)c(S(=O)(=O)N2CCCCC2)c1)N1CCCCCC1	0.4%	-1.1%	-12.7%	-6.5%	-3.5%
COC(=O)c1cc(CSc2nnc(-c3ccccc3)c(-c3ccccc3)n2)oc1C	7.5%	1.3%	-18.7%	1.8%	1.8%
COc1ccc(OC)c(N/C(=N/c2nc(C)cc(C)n2)NC(C)=O)c1	5.1%	-4.2%	-20.8%	-6.8%	7.7%
NS(=O)(=O)c1ccc(CCNC(=O)COC(=O)/C=C/c2ccc(Cl)cc2)cc1	2.1%	0.2%	-14.5%	-4.5%	6.9%
O=[N+]([O-])c1ccc2[nH]c(=S)[nH]c2c1	8.8%	·	4.2%	·	·
CCOC(=O)N1CCC(N2Cc3cccc(C(=O)Nc4ccc(OCC)cc4)c3C2=O)CC1	10.3%	11.8%	0.2%	6.7%	-2.2%
O=C(c1ccc(CNS(=O)(=O)c2cccc(Cl)c2)cc1)N1CCCCC1	1.0%	15.9%	-10.1%	8.3%	2.6%
C/C(=N/NC(=O)c1ccncc1)c1ccc2c(c1)OCO2	0.2%	73.1%	-8.1%	5.4%	?
COc1cc(OC)c(NC(C)C(=O)NCc2ccccc2)cc1Cl (stereo not given)	1.9%	13.4%	3.6%	-1.1%	?
Cc1ccccc1C(=O)Nc1ccc(-c2nnc(SC(C)C(=O)O)n2C)cc1 (stereo not given)	i	-3.5%	-1.4%	-0.4%	-4.0%
CCOC(=O)c1sc(N)c(C#N)c1COC(=O)C1=COCCO1	8.4%	4.9%	1.6%	·	7.2%
COC(=O)c1ccc(Oc2nc(SC)nc(N(C)C)n2)cc1	i	21.0%	·	-25.9%	-3.4%
N#CCCN1CCN(S(=O)(=O)c2ccc(S(=O)(=O)N3CCCCCC3)cc2)CC1	0.1%	-7.8%	-4.9%	-0.2%	0.3%
COc1ccc(N2CC(C(=O)N[C@@H](C)C(=O)N3CCCCC3)CC2=O)cc1 (stereo not given in full)	0.1%	-8.9%	3.7%	8.7%	-2.9%
Cc1cc(NC(=O)CSc2ccc3nnc(CCNS(=O)(=O)c4ccccc4)n3n2)no1	0.1%	-19.1%	-2.0%	-2.1%	-2.8%
Cc1cc(C)nc(N2CCC(C(=O)Nc3nnc(C)s3)CC2)n1	i	33.9%	-4.7%	-7.5%	13.6%
O=C(C1CCCN1S(=O)(=O)c1ccc(Br)cc1)N1CCOCC1 (stereo not given)	0.1%	14.8%	0.7%	-1.9%	0.9%
COc1ccc(-c2cc3c(=O)n(CC(=O)N4CCCCC4)ncn3n2)cc1	0.9%	13.1%	0.1%	0.9%	3.1%
COc1ccc(/[N+]([O-])=C/c2ccoc2)cc1	0.4%	36.4%	5.6%	·	0.5%
Cc1cc(C=C2C(=O)CCCC2=O)c(C)n1-c1ccccc1	0.1%	14.6%	3.7%	-1.0%	-4.9%
Cc1ccccc1NC(=O)C1C2C=CC(C3CC23)C1C(=O)O (stereo not given)	2.1%	-10.4%	9.5%	9.3%	-4.6%
COc1cc(/C=C(\C(=O)O)c2ccc(S(=O)(=O)N3CCCC3)s2)ccc1OCCC(C)C	3.1%	·	-0.5%	·	·
CC(=O)O[C@@]1(C)C[C@@H](O)[C@]2(O)C=CO[C@@H](O[C@@H]3O[C@H](CO)[C@@H](O)[C@H](O)[C@H]3O)[C@@H]21	0.5%	-5.6%	-15.9%	·	-19.5%
COc1ccc(CN2CCN(CCCc3ccccc3)C(CCO)C2)cc1OC (stereo not given)	i	-0.9%	-2.9%	2.6%	4.3%
COC(=O)C1=CNC=C(C(=O)OC)C1c1ccc(C(=O)OC)cc1	i	1.2%	-7.0%	-4.4%	-11.3%
CC(NC(=O)C1CCCN(S(=O)(=O)c2cccs2)C1)c1ccccc1 (stereo not given)	1.8%	-1.8%	1.4%	·	-16.6%
COCCN(C(=O)Nc1ccccc1)C(C)c1cccnc1 (stereo not given)	1.5%	·	1.6%	0.9%	-6.8%
OCC1OC(n2cnc3c(NC4CCCCC4)ncnc32)C(O)C1O (stereo not given)	0.2%	-9.1%	-4.4%	4.8%	-4.2%
CCN(C[C@H]1N[C@@](C)(C(=O)OC)[C@H]2C(=O)N(Cc3ccccc3)C(=O)[C@@H]12)C(=O)Nc1ccccc1	0.3%	12.3%	19.5%	·	-5.2%
CCN(C[C@H]1N[C@@](Cc2ccccc2)(C(=O)OC)[C@H]2C(=O)N(Cc3ccccc3)C(=O)[C@@H]12)S(=O)(=O)c1ccc(OC(F)(F)F)cc1	4.9%	-5.0%	-8.2%	·	2.9%
CCc1nc(C)cn1S(=O)(=O)c1cc(Br)c(C)cc1OC	1.2%	4.7%	-7.9%	3.1%	7.5%
Cc1ccc(NC(=O)/C(=C/c2ccncc2)NC(=O)c2ccccc2)cc1	1.3%	-4.2%	5.3%	-0.1%	-3.1%
COc1ccc(-c2nnc(SCC(=O)/C(C#N)=C(\C)N)o2)cc1	i	·	2.9%	9.4%	·
Cc1c(C#N)sc(C(N)=O)c1C	0.1%	12.3%	0.1%	21.6%	-6.1%
COc1cccc(-c2nnc(SCC(=O)Nc3cc(C)ccc3OC)n2N)c1	i	-4.3%	-5.0%	10.8%	6.6%
CCOC(=O)c1ccccc1NC(=O)c1cn(CC)c2nc(C)ccc2c1=O	39.5%	26.5%	19.1%	-13.3%	-1.2%
Cn1cccc1/C=N\NC(=O)C1COc2ccc(C(C)(C)C)cc2O1 (stereo not given)	10.2%	·	7.1%	-4.7%	2.1%
O=C(CCC(=O)Nc1nnc(C2CCCCC2)s1)Nc1ccc(F)cc1	2.9%	8.0%	-6.8%	-34.5%	-0.6%
COCCNC(=O)C(C)OC(=O)c1cc2occc2n1C (stereo not given)	0.9%	4.2%	1.7%	10.3%	-3.7%
CCOc1ccc(/C=N/Nc2ccccc2)cc1	0.9%	65.2%	25.7%	-14.3%	?
COc1ccc(-c2c(C#Cc3ccsc3)c3cc(-c4ccc(CN5CCOCC5)cc4)ccc3n2C)cc1	1.2%	-1.2%	5.9%	·	-1.4%
CCCc1ccc(Oc2cc(C)nc(N3CCOCC3)n2)cc1	i	24.7%	7.1%	11.4%	3.8%
OC1/C(=C/c2ccccc2C(F)(F)F)N2CCC1CC2 (stereo not given)	1.5%	4.2%	5.3%	0.6%	-6.7%
Cc1cc(C)n(-c2ccc(NC(=O)C3CCCCN3C(=O)c3ccc(C)s3)cc2)n1 (stereo not given)	8.4%	28.3%	28.3%	-12.4%	4.3%
O=C(Nc1cccc(Cl)c1)NC1CC2CCC1C2 (stereo not given)	0.7%	37.1%	-7.0%	-0.1%	?
Cc1cc(NC(=O)COn2nnc3ccc(Cl)cc32)no1	0.2%	13.0%	-0.1%	-5.3%	-7.0%
COC(=O)COc1ccc(S(=O)(=O)Nc2ccccc2C(=O)OC)cc1	2.9%	35.0%	-8.8%	-9.8%	-7.3%
CCOC(=O)Cc1c[nH]c2ccc([N+](=O)[O-])cc12	2.3%	·	2.4%	·	·
O=C(Nc1ccc2c(c1)OCO2)N1CCN(S(=O)(=O)c2ccc(Cl)cc2)CC1	i	10.4%	1.2%	-5.7%	-3.6%
N#Cc1ccc(OCC(=O)Nc2nc(-c3cccnc3)cs2)cc1	0.3%	-5.8%	0.5%	·	-5.9%
CCOc1ccc(N2C(=O)c3ccccc3NC2(C)CC)cc1 (stereo not given)	i	-8.6%	-13.9%	·	-2.4%
O=C(CSc1n[nH]c(Cc2ccccc2)n1)Nc1ccccc1Br	i	25.3%	7.2%	-3.5%	-1.9%
CC(=O)C1=C(O)CC(c2ccccc2)CC1=NCCc1c(C)[nH]c2ccccc12 (stereo not given)	7.2%	-1.2%	7.5%	3.0%	5.3%	VEEV TC-83 Vero 10K pilot screen=1.5
CC(C)n1nccc1N(Cc1ccc(Cl)cc1)S(=O)(=O)c1ccccc1	1.8%	10.0%	-2.8%	2.0%	2.1%
COc1ccc(Cl)cc1NC(=O)C1CCN(C(=O)Nc2ccccc2)CC1	5.8%	9.6%	-11.0%	·	-7.9%
COc1ccc2c(c1)C13CCCC[C@@H]1C(C2)N(C)CC3 (stereo not given in full)	1.1%	4.3%	0.9%	-13.1%	-1.9%
Clc1ccccc1CN1CCC(Cc2ccccc2)CC1	i	29.6%	-0.3%	-9.1%	-3.7%

Structures above containing bromine:
SMILES	VEEV TC-83 Vero	tuberculosis growth	influenza NS1A	PhoP GFP inhibition	H37Rv inhibition	others
O=C(C1CCCN1S(=O)(=O)c1ccc(Br)cc1)N1CCOCC1 (stereo not given)	0.1%	14.8%	0.7%	-1.9%	0.9%
CCc1nc(C)cn1S(=O)(=O)c1cc(Br)c(C)cc1OC	1.2%	4.7%	-7.9%	3.1%	7.5%
O=C(CSc1n[nH]c(Cc2ccccc2)n1)Nc1ccccc1Br	i	25.3%	7.2%	-3.5%	-1.9%

Entries shown so far with two or more sulfur atoms, in the order listed:
SMILES	VEEV TC-83 Vero	tuberculosis growth	influenza NS1A	PhoP GFP inhibition	H37Rv inhibition	others
N#CCCN1CCN(S(=O)(=O)c2ccc(S(=O)(=O)N3CCCCCC3)cc2)CC1	0.1%	-7.8%	-4.9%	-0.2%	0.3%
Cc1cc(NC(=O)CSc2ccc3nnc(CCNS(=O)(=O)c4ccccc4)n3n2)no1	0.1%	-19.1%	-2.0%	-2.1%	-2.8%
COc1cc(/C=C(\C(=O)O)c2ccc(S(=O)(=O)N3CCCC3)s2)ccc1OCCC(C)C	3.1%	·	-0.5%	·	·
CC(NC(=O)C1CCCN(S(=O)(=O)c2cccs2)C1)c1ccccc1 (stereo not given)	1.8%	-1.8%	1.4%	·	-16.6%

Further results:
SMILES	VEEV TC-83 Vero	tuberculosis growth	influenza NS1A	PhoP GFP inhibition	H37Rv inhibition	others
Cc1ccc(S(N)(=O)=O)cc1NC(=O)c1ccc2c3c(cccc13)CC2	1.0%	12.5%	-16.4%	9.5%	14.4%
COC1=CC(=O)C(C2CC(=O)c3c(O)cc(O)cc3O2)=CC1=O (stereo not given)	i	·	-14.1%	·	·
COC(=O)[C@@]1(Cc2ccc(F)cc2)[C@H]2c3cc(C(=O)N(C)C)n(Cc4ccc(OC)c(OC)c4)c3C[C@H]2CN1C(=O)c1ccccc1	·	53.2%	·	-6.7%	26.4%
CC(C)COc1ccc(-c2nn(-c3ccccc3)cc2/C=C2/SC(=S)N(CC(=O)O)C2=O)cc1	1.9%	13.7%	20.8%	-4.4%	3.3%
CC1CCCCC12NC(=O)N(CC(=O)N1CCN(Cc3ccc(C#N)cc3)CC1)C2=O (stereo not given)	2.3%	-21.1%	9.5%	·	-1.4%
CCN(CC)c1ccc(/C=N/NC(=O)c2ccc3nc[nH]c3c2)cc1	1.1%	-4.7%	-2.9%	11.9%	5.5%

High-throughput results as filed in PubChem BioAssay.
